Compound activity from PubChem.
MrgX1 allo act: allosterically activates human MrgX1 receptor signaling; B-score at 10 µM; MrgX1-HEK293, Fluo-4 calcium flux, FDSS; active compounds read high; 310,000 compounds, 0.63% hits;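 active means plate-corrected calcium response at least 3 library SD above typical, normal starting fluorescence, not activating the receptor alone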;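 further: compound read alongside a low EC10 to EC30 dose of BAM8-22 agonist; peak minus trough fluorescence over baseline measured at the second addition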
Target sequence (Q96LB2 whole entry, looked up): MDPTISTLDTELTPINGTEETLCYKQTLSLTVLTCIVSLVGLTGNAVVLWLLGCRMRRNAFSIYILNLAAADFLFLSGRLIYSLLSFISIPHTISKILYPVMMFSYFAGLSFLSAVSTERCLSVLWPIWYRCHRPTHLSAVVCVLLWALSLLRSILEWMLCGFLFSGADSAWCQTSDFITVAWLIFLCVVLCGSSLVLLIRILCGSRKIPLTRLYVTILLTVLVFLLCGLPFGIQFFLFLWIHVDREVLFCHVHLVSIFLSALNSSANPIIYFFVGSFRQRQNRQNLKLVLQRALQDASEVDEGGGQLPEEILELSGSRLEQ
RGS4 pot: potentiators or activators of RGS4 | HEK293 M3R/inducible RGS4, carbachol calcium flux Fluo4; active compounds read low | AID 463111 | B-score at 10 µM | 310,000 compounds, 0.92% hits;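 active means B-score of the integrated calcium signal more than 4 SD below the library mean, with starting fluorescence not abnormally high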;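 further: negative B-score means reduced calcium response which marks RGS4 activation or potentiation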
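Assay system: Inducible-RGS4 HEK293 cells carrying M3 receptor | Schedule: Compound preincubation 20 min at room temperature before agonist | Signal: Kinetic calcium fluorescence imaging with Fluo4-AM dye, 2 µM | Read-out basis: B score from integrated fluorescence ratio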
TRPC4 inh: blocks the mouse TRPC4 cation channel | Q9QUQ5 | HEK293 TRPC4beta/mu-opioid, DAMGO-evoked Fluo4 calcium flux; active compounds read low | B-score at 10 µM | 300,000 compounds, 0.39% hits;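 active means B-score over 3 SD under the library average, no early fluorescence shift, positive overall ratio signal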
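Material: HEK293 cells with stable TRPC4beta plus mu-opioid receptor expression; probe or stimulus: DAMGO in two steps, submaximal then maximal; technique: Fluo4 calcium fluorescence by kinetic imaging, 5 s 1 Hz baseline; measure: integrated fluorescence ratio relative to baseline, converted to per-well B score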
SKKanGAS inh: SKKanGAS growth inhibition; S. pyogenes SKKanGAS, kanamycin growth, BacTiter-Glo, 6 h; inhibition, % at 7.5 µM; 300,000 compounds, 1.3% hits;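 active means mean replicate score, as percent of positive control median, at least 50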;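 further: strain carries kanamycin resistance gene driven by streptokinase promoter and grows in 40 µg/ml kanamycin; loss of luminescence reflects streptokinase promoter inhibition or plain growth inhibition; 0% = median of DMSO wells and 100% = positive control at its reference dose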
TRPC6 act: activates the mouse TRPC6 cation channel; AID 2550; HEK293-TRPC6 membrane potential dye fluorescence; active compounds read high; B-score at 10 µM; Q61143; 310,000 compounds, 0.13% hits;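 active means B-score of the integrated fluorescence ratio above library mean plus 3 SD, and starting fluorescence ratio within library mean plus 5 SD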;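 further: higher score means more depolarization so channel activation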
MrgX1 agonist: human MrgX1 receptor agonism, primary screen. 310,000 compounds, 0.44% hits. MrgX1-HEK293 cells, Fluo-4 calcium fluorescence, agonist mode; active compounds read high. B-score at 10 µM;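 active means calcium response B-score plate-corrected fluorescence ratio at least 3 library SD, with starting fluorescence B-score inside 5 SD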
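Material – MrgX1-expressing HEK293 cells · Input – 15,000 cells seeded per well · Dosing – compound as first of three additions · Times – overnight seeding, then 1 h dark dye loading · Measured by – kinetic Fluo-4 NW fluorescence of intracellular calcium · Read-out – B-scored fluorescence response ratio · Benchmarks – positive and negative control wells on each plate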
HIF act: HIF pathway transcriptional activation | U2OS HRE-luciferase reporter, luminescence; normalized: DMSO 0%, desferrioxamine 100% | activation, % at 7.5 µM (by protocol) | 300,000 compounds, 0.32% hits | AID 1910;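 active means mean activation of at least 10% of the iron chelator positive control signal, with at least half of replicates also reaching 10%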
MrgX1 antag: antagonists of human MrgX1 receptor | Q96LB2 | MRGX1-HEK293 calcium flux, Fluo-4, BAM8-22 antagonism; active compounds read low | B-score at 10 µM | 310,000 compounds, 1.3% hits;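 active means calcium-response B-score plate-corrected more than 3 library SD below zero, starting fluorescence within 5 deviations, no agonist response on first addition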;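 further: peak minus trough fluorescence over baseline after final BAM8-22 challenge near maximal dose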
Platelet DG rel: modulates dense granule release in human platelets; inhibition, %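 (compounds screened at 7.5 µM in platelet-rich plasma)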; 300,000 compounds, 0.22% hits; human platelet-rich plasma, SFLLRN dense granule ATP release, luminescence;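 active means mean replicate score, as percent of positive control, at or above 50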
RGS4 inh: human RGS4 inhibition; P49798; 310,000 compounds, 0.45% hits; HEK293 M3R/RGS4 inducible, Fluo-4 calcium flux; active compounds read high; triggered by carbachol at its EC20; B-score at 10 µM; AID 463165;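 active means B-score, a plate-corrected calcium signal, over three deviations above library mean, with baseline fluorescence within five deviations of library mean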;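 further: RGS4 expression induced by doxycycline in cells with stable M3 receptor; B-score is computed from the integrated fluorescence ratio over baseline after carbachol; higher B-score means a larger calcium signal and so more RGS4 inhibition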
Target sequence (P49798 whole entry, looked up): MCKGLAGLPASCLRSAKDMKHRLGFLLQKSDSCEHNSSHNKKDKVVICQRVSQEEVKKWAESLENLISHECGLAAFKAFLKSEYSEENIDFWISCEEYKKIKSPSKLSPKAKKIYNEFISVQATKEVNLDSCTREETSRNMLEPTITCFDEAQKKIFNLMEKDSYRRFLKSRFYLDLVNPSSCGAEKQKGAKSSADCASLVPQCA
TRPC6 inh: inhibitors of mouse TRPC6 channel; HEK293-TRPC6, membrane potential dye, ACh-evoked depolarization; active compounds read low; 310,000 compounds, 1.1% hits; B-score at 10 µM;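 active means B-score under library mean minus 3 SD, initial fluorescence not abnormally high, positive integrated signal ratio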;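 further: B-score derived from integrated fluorescence ratio over the kinetic read; more negative B-score means stronger inhibition of depolarization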
The depositor's hits bear a star; i = inactive; / = not tested or not shown.

SMILES	MrgX1 allo act	RGS4 pot	TRPC4 inh	SKKanGAS inh	TRPC6 act	MrgX1 agonist	HIF act	MrgX1 antag	Platelet DG rel	RGS4 inh	TRPC6 inh
Cc1ccccc1OCC(=O)N/N=C/c1ccc(N(C)C)cc1	i	i	i	-7.8	i	i	0.3	i	-0.1	i	i
CCC(=O)Nc1cccc(NC(=O)c2ccccc2Cl)c1	i	i	i	0.4	i	i	-0.3	i	14.6	i	i
Cc1ccc(-c2cc(=O)c3ccc(Cl)cc3[nH]2)cc1	i	i	i	-0.4	i	i	0.2	i	-6.0	i	i
Cc1nn(C(C)(C)C)c(NC(=O)c2ccc(Cl)cc2Cl)c1Br	i	i	i	-4.0	i	i	-0.1	i	-3.2	i	i
CC1CCCC(NC(=O)Nc2cccs2)C1C (centres undefined)	i	i	i	1.8	i	i	0.1	i	6.3	i	i
COc1cc2c(cc1OC)C(C)N(C(=O)Nc1cc(C)cc(C)c1)CC2 (centres undefined)	i	i	i	0.3	i	i	1.6	i	-4.5	i	i
COC(=O)c1cc(O)c(O)c(O)c1	i	i	i	11.4	i	i	-0.9	i	-11.2	i	i
COC(=O)c1cc(S(=O)(=O)N2CCCCCC2)c[nH]1	i	i	i	-7.4	i	i	-0.4	i	-19.7	i	i
N/C(Cn1cncn1)=N\NC(=O)C(=O)Nc1ccccc1	i	i	i	-0.1	i	i	0.1	i	-1.3	i	i
COc1cccc(C(C)NC(=S)NCc2ccc(F)cc2)c1 (centres undefined)	i	i	i	3.1	i	i	-0.2	i	-2.6	i	i
CC12CCC(=O)N1C(C(=O)Nc1nc3c(F)cc(F)cc3s1)CS2 (centres undefined)	i	i	i	7.3	i	i	0.2	i	-13.8	i	i
CCOc1ccc(C(=O)OC2CCN(C)CC2)cc1	i	/	/	-2.5	/	i	1.7	i	3.8	/	/
CCOC(=O)C1(CCOC)CCN(Cc2nc(-c3cccs3)oc2C)CC1	i	i	i	15.7	i	i	-0.1	i	6.0	i	i
c1coc(CNc2nc(-c3cccs3)cs2)c1	i	i	i	-0.3	i	i	0.2	i	-1.5	i	i
Cc1ccc(C(=O)N2CC3(C(C)C)CN(C(=O)c4ccc(C)cc4)CC(C(C)C)(C2)C3=O)cc1	i	i	i	2.9	i	i	-0.5	i	5.8	i	i
Cc1c(Cl)cccc1NC(=S)N(CCN(C)C)C(C)c1ccco1 (centres undefined)	i	i	i	16.9	i	i	-0.4	i	2.1	i	i
N#Cc1ccsc1NC(=O)C1CCN(S(=O)(=O)c2cccs2)CC1	i	i	i	1.1	i	i	0.0	i	11.1	i	i
COc1ccc(C)cc1S(=O)(=O)N1CCN(C(=O)c2ncoc2-c2cccc(C)c2)CC1	i	i	i	-1.2	i	i	-0.1	i	-6.9	i	i
COc1ccc(C(=O)Nc2ccncc2)cc1OC	i	i	i	23.1	i	i	0.0	i	12.8	i	i
N#CCC(=O)Nc1ccc(C(=O)OCC(=O)c2ccc3c(c2)OCCO3)cc1	i	i	i	16.9	i	i	3.7	i	2.5	i	i
O=S(=O)(Cc1ccccc1)NCCc1cccc(Cl)c1	i	i	i	-2.4	i	i	1.1	i	-0.3	i	i
COc1ccccc1-c1coc2c(CN(C)C)c(O)ccc2c1=O	i	i	i	11.9	i	i	0.4	i	4.8	i	i
CCOC(=O)CSc1nc2cc(C(=O)N3CCC(C(N)=O)CC3)ccc2c(=O)n1-c1ccccc1	i	i	i	4.6	i	i	-0.6	i	8.2	i	i
Cc1cccc(NS(=O)(=O)c2cccc(C(=O)NCCCN3CCCC3=O)c2)c1	i	i	i	-6.8	i	i	-0.3	i	0.1	i	i
O=C/C=C/c1coc2ccc3ccccc3c2c1=O	i	i	i	0.0	i	i	-0.9	i	4.2	15.4*	i
COc1cccc2cc3c(=O)oc4ccccc4c3nc12	i	i	i	4.1	i	i	-0.2	i	-6.3	i	i
C#CCOCCOCCOCCNc1nc(N2CCN(C(=O)[C@H](CCCCN)n3cc([C@@H](N)CO)nn3)CC2)nc(N2CCN(C(=O)[C@H](Cc3cc4ccccc4[nH]3)n3cc([C@@H](N)Cc4ccc(O)cc4)nn3)CC2)n1	i	i	i	-1.4	i	i	0.7	i	-1.5	i	i
O=C1c2ccccc2NC(c2ccc(O)cc2)N1/N=C/c1ccc(O)cc1 (centres undefined)	i	i	i	-0.5	i	i	1.6	i	14.8	i	i
COc1ccc(-c2noc3c2-c2nc(-c4ccccc4Cl)sc2CC3)cc1	i	i	i	4.7	i	i	0.9	i	4.2	i	i
O=C(Cn1cnc2ccccc21)N/N=C/c1cccs1	i	i	i	-3.0	i	i	-0.3	i	-10.2	i	i
Cc1csc(NC(=O)CSc2nncs2)n1	i	i	i	22.3	i	i	-0.2	i	0.0	i	i
OC(COc1ccc(CN2CCCCO2)cc1)CN1CCCCC1 (centres undefined)	i	i	i	-7.3	i	i	0.4	i	6.9	i	i
CNc1nc(NCc2ccccc2)nc(N)c1[N+](=O)[O-]	i	i	i	-1.4	i	i	-0.5	i	-2.2	i	i
Cc1cccc(NS(=O)(=O)Cc2ccccc2)c1C	i	i	i	4.9	i	i	-29.0	i	-9.2	i	i
CC(C)(C)NC(=O)c1ccc(COc2ccc(Cl)cc2Cl)o1	i	i	i	8.4	i	i	-0.1	i	6.9	i	i
CCN(CCO)c1nc(N2CCCCC2)c2cnn(C)c2n1	i	i	i	2.7	i	i	0.3	i	10.1	i	i
Cc1cccc(N(CC(=O)Nc2c(C)n(C)n(-c3ccccc3)c2=O)S(C)(=O)=O)c1	i	i	i	-2.5	i	i	0.0	i	0.4	i	i
C=CCn1c(SCC(N)=O)nc2scc(-c3ccc(C)o3)c2c1=O	i	i	i	3.7	i	i	3.3	i	-6.7	i	i
CC(=O)Nc1cccc(C(=O)N/N=C/c2ccc(F)cc2)c1	i	i	i	-4.9	i	i	1.8	i	4.6	i	i
NC(=O)c1cccn1Cc1cccc(Cl)c1	i	i	i	-0.3	i	i	-0.2	i	-2.7	i	i
Cc1ccc2nc(NC(=O)C(NS(=O)(=O)c3cccc4nsnc34)C(C)C)sc2c1 (centres undefined)	i	i	i	-1.6	i	i	-0.4	i	5.4	i	i
COc1cc(CNCc2ccccn2)ccc1OCC(=O)NC(C)(C)C	i	i	i	-2.2	i	i	1.3	i	-1.4	i	i
CCc1sc(C(=O)Nc2ccc(NC(C)=O)cc2)cc1C	i	i	i	1.5	i	i	1.0	i	1.9	i	i
Cc1ccc(C2=NS(=O)(=O)N(C)C(C(=O)NC(C)c3ccccc3)=C2)cc1 (centres undefined)	i	i	i	9.9	i	i	-0.1	i	-12.0	i	i
CCn1c(CNc2ccc(Cl)cc2)nnc1SCC(=O)NCc1ccccc1	i	i	i	-5.3	i	i	1.9	i	-1.9	i	i
Cc1ccnc(NC(=O)c2cc3c(=O)oc4ccc(C)cc4c3s2)c1	i	i	i	6.3	i	i	-0.4	i	1.0	i	i
Cc1nc2ncnn2c(C)c1CCC(=O)NCc1ccco1	i	i	i	0.8	i	i	1.2	i	-2.5	i	i
CCn1nc(C)c(CNC(=O)C2CCC(=O)N(Cc3ccc(Cl)cc3)C2)c1C (centres undefined)	i	i	i	-3.7	i	i	-0.1	i	2.8	i	i
Cn1c(SCC(=O)Nc2ccc3c(c2)OCCO3)nnc1-c1ccco1	i	i	i	-4.2	i	i	-0.3	-4.85*	-47.4	i	i
CN(C)c1ccc(CNC(=O)CN(C)S(=O)(=O)c2ccc3c(c2)c(=O)n(C)c(=O)n3C)cc1	i	i	i	0.3	i	i	0.0	i	5.5	i	i
O=C(COc1ccc(Cl)cc1)Nc1ccccc1C(=O)NCc1cccnc1	i	i	i	-3.9	i	i	0.1	i	33.7	i	i
CCc1ccc(C(=O)COc2ccc(NC(C)=O)cc2)cc1	i	i	i	0.8	i	i	1.8	i	3.4	i	i
CC(=O)N1CC2(c3ccccc3)CN(C(C)=O)CC(c3ccccc3)(C1)C2=O	i	i	i	-5.8	i	i	0.0	i	-0.8	i	i
CSCCC(NC(=O)c1ccccc1)C(=O)NC1CC1 (centres undefined)	i	i	i	3.6	i	i	-0.1	i	4.9	i	i
COc1ccc(NC2CCCN(C(=O)c3csc(C)n3)C2)cc1 (centres undefined)	i	i	i	4.3	i	i	0.0	i	-10.3	i	i
COc1ccc(NC(=O)CCCCC(=O)Nc2ccc(OC)cc2OC)c(OC)c1	i	i	i	1.8	i	i	0.2	i	-2.2	i	i
CCOCCCn1c(SCC(=O)NC(C)(C)C)nc2ccccc2c1=O	i	i	i	0.7	i	i	-0.1	i	-3.4	i	i
CCCC(=O)Nc1c2c(nn1-c1ccc(OC)cc1)CS(=O)C2 (centres undefined)	i	i	i	0.2	i	i	-0.6	i	-2.3	i	i
COC(=O)N/N=C/c1cccc([N+](=O)[O-])c1	i	i	i	8.3	i	i	-0.2	i	3.7	i	i
CCCNC(=O)N1CCC(c2ccc3c(c2)OCO3)CC1	i	i	i	-3.7	i	i	0.7	i	-5.3	i	i

(further entries)
SMILES	MrgX1 allo act	RGS4 pot	TRPC4 inh	SKKanGAS inh	TRPC6 act	MrgX1 agonist	HIF act	MrgX1 antag	Platelet DG rel	RGS4 inh	TRPC6 inh
CCN(C(=O)COC(=O)CNC(=O)C12CC3CC(CC(C3)C1)C2)C1CCS(=O)(=O)C1 (centres undefined)	i	i	i	-0.3	i	i	-0.2	i	2.9	i	i
CCCOC1CCCN(Cc2nc(-c3cnccn3)no2)C1 (centres undefined)	i	i	i	-3.2	i	i	-0.1	i	1.8	i	i
O=C(NC1CCCN(c2ccc(C(F)(F)F)cn2)C1)c1ccnc(Cl)c1 (centres undefined)	i	i	i	1.0	i	i	0.0	-4.91*	-6.2	i	i
Cc1nc2ncccn2c1-c1csc(NCc2ccco2)n1	i	i	i	0.1	i	i	-0.7	i	3.3	i	i
CC(C)(C)c1ccc2c(c1)OC(C(=O)N/N=C\c1ccncc1)CO2 (centres undefined)	i	i	i	-19.5	i	i	-0.4	i	-6.5	i	i
Cc1ccc(-c2nnc(SCC#CCOC(=O)c3cccs3)o2)cc1	i	i	i	-4.6	i	i	1.7	i	-8.6	i	i
Cc1c(C)c2ccc(OCc3ccc(C(=O)O)o3)c(C)c2oc1=O	i	i	i	-11.7	i	i	-0.7	i	-4.1	i	i
NNC(=O)c1cc(-c2ccco2)[nH]n1	i	i	i	4.4	i	i	0.2	i	4.6	i	i
COC(=O)[C@H](NC(=O)c1cc(-c2ccccc2)nc2ccccc12)c1ccccc1	i	i	i	-5.0	i	i	0.3	i	3.0	i	i
